Screens deposited in PubChem BioAssay by Sanford-Burnham Center for Chemical Genomics.
hIAP block – human IAP inhibitors, primary screen, biochemical, luminescence, uHTS. Intestinal-type alkaline phosphatase (Homo sapiens), P09923. AID 2544, 2010. inhibition, % at 10 µM. purified IAP, CDP-Star luminescence, 30 min. 0.12% of 330,000 active;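 active = inhibition reaching a set limit with compound at 10 µM in the primary screen, cut at about 35% in these data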;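 note: plate controls were DMSO wells with enzyme for no effect and no-enzyme buffer wells for full effect; values of inactives mirror those of a sister screen read the other way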
Target sequence (P09923 whole entry, looked up): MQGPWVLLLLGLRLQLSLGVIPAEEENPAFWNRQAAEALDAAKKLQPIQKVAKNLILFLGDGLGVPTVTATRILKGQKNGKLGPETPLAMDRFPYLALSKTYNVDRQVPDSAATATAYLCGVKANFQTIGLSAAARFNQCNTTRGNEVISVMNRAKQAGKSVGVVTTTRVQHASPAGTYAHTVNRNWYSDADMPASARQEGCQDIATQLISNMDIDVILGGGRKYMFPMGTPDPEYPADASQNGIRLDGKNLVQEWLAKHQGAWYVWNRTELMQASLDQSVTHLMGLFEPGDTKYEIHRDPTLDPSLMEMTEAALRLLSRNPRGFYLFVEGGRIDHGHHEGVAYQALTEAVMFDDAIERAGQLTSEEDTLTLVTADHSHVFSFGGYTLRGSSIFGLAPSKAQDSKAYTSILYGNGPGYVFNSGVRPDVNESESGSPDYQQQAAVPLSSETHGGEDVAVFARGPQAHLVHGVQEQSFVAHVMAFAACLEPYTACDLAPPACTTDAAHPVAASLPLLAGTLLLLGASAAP
NALP3 yeast inh – NALP3 inflammasome inhibitors in reconstituted yeast, primary screen, luminescence, uHTS. 0.39% of 330,000 active. Yeast reconstituted NLRP3/ASC/caspase-1, beta-gal luminescence, 24 h. inhibition, % at 10 µM;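 active = inhibition of 50% or more; inactive = inhibition below 50%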;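 note: plate controls were induced DMSO wells for no effect and uninduced yeast grown without galactose for full effect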
A3G deaminase – APOBEC3G DNA deaminase inhibitors, primary screen, biochemical, fluorescence, single-stranded DNA substrate, uHTS; inhibition, % at 20 µM; recombinant A3G, ssDNA deamination FAM/TAMRA fluorescence; DNA dC->dU-editing enzyme APOBEC-3G (Homo sapiens), Q9HC16; 0.28% of 330,000 active;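 active = inhibition of at least 40% at 20 µM, with no more than 30% in the related APOBEC3A deaminase screen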;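 note: plate controls were DMSO wells with A3G for no effect and wells lacking A3G enzyme for full effect; some compounds called inactive have numbers as strong as hits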
Target sequence (Q9HC16 whole entry, looked up): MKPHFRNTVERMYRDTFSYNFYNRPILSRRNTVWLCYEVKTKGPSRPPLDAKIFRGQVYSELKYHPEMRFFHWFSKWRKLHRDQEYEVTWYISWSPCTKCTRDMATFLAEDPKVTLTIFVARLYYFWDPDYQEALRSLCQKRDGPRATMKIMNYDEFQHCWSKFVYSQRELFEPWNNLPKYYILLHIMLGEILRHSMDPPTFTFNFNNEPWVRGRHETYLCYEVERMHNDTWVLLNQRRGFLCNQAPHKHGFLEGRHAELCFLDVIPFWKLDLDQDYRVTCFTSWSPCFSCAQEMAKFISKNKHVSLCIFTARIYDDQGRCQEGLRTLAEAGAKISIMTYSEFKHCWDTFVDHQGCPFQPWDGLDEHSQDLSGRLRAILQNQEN
mIAP activ – activators of mouse IAP, primary screen, biochemical, luminescence, uHTS; 0.24% of 330,000 active; muIAP, CDP-Star luminescence, 30 min; hits give high values; 1 = vehicle-only enzyme signal, 0 = enzyme-free wells; intestinal alkaline phosphatase [Mus musculus]; activation factor at 10 µM;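 active = activation factor of at least 2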; note: the source names both 10 and 20 µM as test concentration; values of inactives mirror those of a sister screen read the other way
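Assay system: mouse IAP enzyme; Reagent: CDP-Star chemiluminescent phosphatase substrate; Compound: DMSO-dissolved test compounds; Incubation: 30 min, room temperature; Technique: luminescence from enzymatic CDP-Star hydrolysis; Controls: DMSO-only wells and no-enzyme negative control.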
hIAP act – human IAP activators, primary screen, biochemical, luminescence, uHTS; Intestinal-type alkaline phosphatase (Homo sapiens), P09923; activation factor at 10 µM; 0.16% of 330,000 active; purified human IAP, CDP-Star luminescence, 30 min; hits give high values; 1 = vehicle-only enzyme, 0 = enzyme-free background;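 active = activation factor of the enzyme at least 2-fold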; note: the source names both 10 and 20 µM as test concentration; values of inactives mirror those of a sister screen read the other way
mIAP inh – inhibitors of mouse IAP, primary screen, biochemical, luminescence, uHTS; purified mouse IAP, CDP-Star luminescence, 30 min; inhibition, % at 10 µM; 0.2% of 330,000 active; AID 2806, 2010;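 active = inhibition of at least 40% at 10 µM in the primary screen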;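 note: plate controls were DMSO with enzyme for no effect and no enzyme wells for full effect; values of inactives mirror those of a sister screen read the other way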
SENP1 inh – human SENP1 catalytic domain inhibitors, primary screen, biochemical, FRET, uHTS | AID 624204, 2012 | inhibition, % at 10 µM | recombinant SENP1 catalytic domain, CyPet-SUMO1-YPet FRET cleavage | 0.21% of 360,000 active;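 active = inhibition at least 30% at 10 µM, raw YFP signal under a set limit, fluorescence ratio 0.5 to 1.5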;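 note: 0% = enzyme with DMSO and 100% = no enzyme wells; some results filed as inactive read as strong as hits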
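Assay system – human recombinant His6-tagged SENP1 catalytic domain enzyme · Input – SENP1 enzyme, 20 pM final · Buffer or medium – Tris pH 8 buffer plus EDTA, NaCl, BME, BSA, NP40, catalase · Schedule – 50 min reaction at room temperature · Technique – FRET read of cyan and yellow fluorescence · Control set – no-enzyme wells low, DMSO-plus-enzyme wells high control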
APOBEC3A inh – APOBEC3A ssDNA deaminase inhibitors, primary screen, selectivity assay for APOBEC3G inhibitor project, biochemical, FAM/TAMRA oligo cleavage fluorescence; inhibition, % at 20 µM; recombinant A3A, FAM/TAMRA ssDNA deamination fluorescence; DNA dC->dU-editing enzyme APOBEC-3A (Homo sapiens), P31941; AID 493011, 2011; 0.41% of 330,000 active;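 active = at least 40% inhibition at 20 µM here, with at most 30% in a related deaminase screen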;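 note: plate controls were A3A with DMSO for no effect and wells lacking A3A enzyme for full effect; some results filed as inactive read as strong as hits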
Target sequence (P31941 whole entry, looked up): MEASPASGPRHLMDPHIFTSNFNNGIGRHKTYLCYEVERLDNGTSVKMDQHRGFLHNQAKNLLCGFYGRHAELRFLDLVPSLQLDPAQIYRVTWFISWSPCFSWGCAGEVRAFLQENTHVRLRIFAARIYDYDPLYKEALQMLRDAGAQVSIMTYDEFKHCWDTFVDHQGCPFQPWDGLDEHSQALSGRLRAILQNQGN
beta cell repl – inducers of MIN6 beta-cell proliferation, primary screen, ATP luminescence, uHTS. MIN6 cells proliferation, ATPlite luminescence, 48 h; cells starved in 0.2% serum; 100% = growth in 10% serum. proliferation, % at 10 µM. 0.29% of 330,000 active. AID 2380, 2010;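 active = compounds whose signal lies at least 3.5 SD above the mean of all wells on their plate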;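 note: 0% = DMSO-treated cells in low-serum medium and 100% = 10% serum control; some compounds called inactive have numbers as strong as hits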
Starred values were filed as active, the others as inactive.

For CNC(=O)CCn1nc(-c2ccccc2)c2ccccc2c1=O the results were hIAP block -3.5, NALP3 yeast inh -0.6, A3G deaminase -4.7, mIAP activ 1.03, hIAP act 1.03, mIAP inh -3.0, SENP1 inh 0.5, APOBEC3A inh -3.9 and beta cell repl -1.2.
`CCCCSC1=C(C#N)C(c2ccccc2C)CC(=O)N1` (stereo not given) gave hIAP block 5.7, NALP3 yeast inh -10.7, A3G deaminase -9.3, mIAP activ 0.986, hIAP act 0.943, mIAP inh 1.4, SENP1 inh 2.2, APOBEC3A inh -0.4 and beta cell repl 0.8.
`CCOc1ccccc1NC(=O)C1CCN(C(=O)C2CC(=O)N(c3ccc(C)cc3)C2)CC1` (stereo not given) gave hIAP block -7.6, NALP3 yeast inh 15.0, A3G deaminase -4.7, mIAP activ 0.993, hIAP act 1.08, mIAP inh 0.7, SENP1 inh 0.7, APOBEC3A inh -0.3 and beta cell repl 0.0.
`CC(C)CNC(=O)CSc1nc2nn(-c3ccccc3)c(=O)c-2c2n1CCCCC2` gave hIAP block -5.4, NALP3 yeast inh 4.0, A3G deaminase -8.3, mIAP activ 1.05, hIAP act 1.05, mIAP inh -4.7, SENP1 inh 1.0, APOBEC3A inh -1.1 and beta cell repl -3.0.
For O=C(NCC1CCCO1)c1cccc(C(=O)NCC2CCCO2)c1 (stereo not given) the results were hIAP block -20.3, NALP3 yeast inh 21.1, A3G deaminase -4.0, mIAP activ 0.67, hIAP act 1.2, mIAP inh 33.0, SENP1 inh -0.5, APOBEC3A inh -5.2 and beta cell repl -2.8.
For O=C(O)c1ccccc1C(=O)c1ccc2c(c1)CCC2 the results were hIAP block 7.6, NALP3 yeast inh 10.5, A3G deaminase -6.2, mIAP activ 1.03, hIAP act 0.924, mIAP inh -2.7, SENP1 inh 0.3, APOBEC3A inh -2.5 and beta cell repl 1.4.
Screening Cc1cc2c(c(SCC(=O)NCCc3ccccc3)n1)C(=O)OC2 returned hIAP block -5.8, NALP3 yeast inh 2.6, A3G deaminase -0.8, mIAP activ 1.04, hIAP act 1.06, mIAP inh -3.8, SENP1 inh 1.1, APOBEC3A inh 0.8 and beta cell repl 6.2.
C=CCC1NS(=O)(=O)OC(COC)C1C (stereo not given) was read as hIAP block -15.9, NALP3 yeast inh 16.6, A3G deaminase -12.4, mIAP activ 1.05, hIAP act 1.16, mIAP inh -4.6, SENP1 inh 0.4, APOBEC3A inh -5.0 and beta cell repl -2.0.
COc1cc(C(CC(=O)Nc2ccc(Cl)cn2)N2Cc3ccccc3C2=O)cc(OC)c1OC (stereo not given) was read as hIAP block -6.9, NALP3 yeast inh 8.1, A3G deaminase -7.2, mIAP activ 1.12, hIAP act 1.07, mIAP inh -12.2, SENP1 inh 1.0, APOBEC3A inh -2.8 and beta cell repl -3.8.
For CC(=O)OCC(=O)NCC(=O)c1c[nH]c2ccccc12 the results were hIAP block 17.7, NALP3 yeast inh 15.0, A3G deaminase -8.4, mIAP activ 1.02, hIAP act 0.823, mIAP inh -2.5, SENP1 inh -1.9, APOBEC3A inh -3.3 and beta cell repl 3.4.
For Cc1ccc(NC(=O)CN(C)C(=O)CSc2nncn2C)cc1 the results were hIAP block -17.4, NALP3 yeast inh 14.5, A3G deaminase -4.3, mIAP activ 0.974, hIAP act 1.17, mIAP inh 2.6, SENP1 inh -0.8, APOBEC3A inh 2.5 and beta cell repl 1.1.
Cc1c(Cc2ccccc2)sc(N)c1C(N)=O was read as hIAP block 10.3, NALP3 yeast inh 8.5, A3G deaminase 9.2, mIAP activ 0.986, hIAP act 0.897, mIAP inh 1.4, APOBEC3A inh -1.8 and beta cell repl -5.9.
For C=CC(O)(C#CCN(CC)CC)c1ccccc1 (stereo not given) the results were hIAP block 2.8, NALP3 yeast inh 6.9, A3G deaminase -2.0, mIAP activ 1.08, hIAP act 0.972, mIAP inh -7.8, SENP1 inh -0.5, APOBEC3A inh 0.7 and beta cell repl -1.1.
Screening CC(=O)NC(Cc1ccc(F)c(F)c1)C(=O)NC1CCN(c2nnnn2-c2ccccc2)CC1 (stereo not given) returned hIAP block -5.4, NALP3 yeast inh 12.0, A3G deaminase -2.2, mIAP activ 1.09, hIAP act 1.05, mIAP inh -9.0, SENP1 inh -0.7, APOBEC3A inh 1.9 and beta cell repl -1.2.
For Cc1cc(N2CCOCC2)nc2cc(O)ccc12 the results were hIAP block -5.5, NALP3 yeast inh 8.1, A3G deaminase -8.6, mIAP activ 1.02, hIAP act 1.05, mIAP inh -2.5, SENP1 inh -81.8, APOBEC3A inh -2.0 and beta cell repl -0.9.

Random excerpt: 2 entries already listed, in no set order.
For CC(=O)OCC(=O)NCC(=O)c1c[nH]c2ccccc12 the results were hIAP block 17.7, NALP3 yeast inh 15.0, A3G deaminase -8.4, mIAP activ 1.02, hIAP act 0.823, mIAP inh -2.5, SENP1 inh -1.9, APOBEC3A inh -3.3 and beta cell repl 3.4.
`CC(C)CNC(=O)CSc1nc2nn(-c3ccccc3)c(=O)c-2c2n1CCCCC2` gave hIAP block -5.4, NALP3 yeast inh 4.0, A3G deaminase -8.3, mIAP activ 1.05, hIAP act 1.05, mIAP inh -4.7, SENP1 inh 1.0, APOBEC3A inh -1.1 and beta cell repl -3.0.

The list goes on.
Screening Cc1c(Cl)cccc1NC(=O)Cn1cccc1 returned hIAP block -17.9, NALP3 yeast inh -0.5, A3G deaminase -4.1, mIAP activ 1.03, hIAP act 1.18, mIAP inh -2.6, SENP1 inh 2.5, APOBEC3A inh -2.9 and beta cell repl -2.4.
CC(C)CCNCC(O)CON=C1c2ccccc2-c2ccccc21 (stereo not given) was read as hIAP block 16.4, NALP3 yeast inh 23.1, A3G deaminase -7.8, mIAP activ 0.881, hIAP act 0.836, mIAP inh 11.9, SENP1 inh -2.5, APOBEC3A inh 1.3 and beta cell repl -6.9.
Screening Cc1ccsc1/C=N/NC(=O)CNC(=O)c1cccc([N+](=O)[O-])c1C returned hIAP block -3.0, NALP3 yeast inh 7.7, A3G deaminase -4.1, mIAP activ 1.12, hIAP act 1.03, mIAP inh -12.0, SENP1 inh 3.5, APOBEC3A inh 1.9 and beta cell repl 8.1*.
`O=C(CCCN1C(=O)c2cccnc2C1=O)N1CC(=O)N(CCc2ccccc2)C(=O)C1` gave hIAP block -9.8, NALP3 yeast inh 16.1, A3G deaminase -4.3, mIAP activ 0.936, hIAP act 1.1, mIAP inh 6.4, SENP1 inh 2.2, APOBEC3A inh -2.8 and beta cell repl -2.1.
`CC(OC(=O)c1cc(=O)c2cc(Cl)ccc2o1)C(=O)N1CCCC1` (stereo not given) gave hIAP block -10.1, NALP3 yeast inh 10.1, A3G deaminase -8.6, mIAP activ 0.976, hIAP act 1.1, mIAP inh 2.4, SENP1 inh 3.1, APOBEC3A inh -2.0 and beta cell repl -0.7.
CN1C[C@@H]2C(c3ccc(Cl)nc3)C3(c4cccnc4)CC2(C3)[C@H]1c1ccccc1 (stereo not given in full) was read as hIAP block 1.5, NALP3 yeast inh 11.0, A3G deaminase -4.9, mIAP activ 0.978, hIAP act 0.985, mIAP inh 2.2, SENP1 inh -9.7, APOBEC3A inh 0.6 and beta cell repl -1.2.
CCc1ccc(NS(=O)(=O)c2ccc3[nH]c(=O)[nH]c3c2)cc1 was read as hIAP block -7.0, NALP3 yeast inh 8.4, A3G deaminase -7.7, mIAP activ 0.892, hIAP act 1.07, mIAP inh 10.8, SENP1 inh -0.1, APOBEC3A inh -4.4 and beta cell repl -2.9.
Screening C=CCn1c(-c2ccc(N)cc2)nc2ccccc21 returned hIAP block 3.9, NALP3 yeast inh 4.5, A3G deaminase 0.8, mIAP activ 1.09, hIAP act 0.961, mIAP inh -9.0, SENP1 inh 0.4, APOBEC3A inh 4.9 and beta cell repl -5.1.
`CC1(C(=O)NCc2ccc(Cl)c(Cl)c2)Oc2cccnc2NC1=O` (stereo not given) gave hIAP block 1.2, NALP3 yeast inh 4.7, A3G deaminase -2.2, mIAP activ 1.05, hIAP act 0.988, mIAP inh -5.1, SENP1 inh -0.8, APOBEC3A inh -1.1 and beta cell repl -1.2.
Screening O=C(C(=O)N1CCN(c2ccccc2)CC1)c1c[nH]c2ccccc12 returned hIAP block -19.7, NALP3 yeast inh 11.3, A3G deaminase -4.2, mIAP activ 1.11, hIAP act 1.2, mIAP inh -10.9, SENP1 inh 4.2, APOBEC3A inh -6.9 and beta cell repl -1.1.
O=C(CSc1nnc(COc2cccc3cccnc23)o1)N1CCc2ccccc21 was read as hIAP block 6.4, NALP3 yeast inh 11.8, A3G deaminase -7.1, mIAP activ 1.08, hIAP act 0.936, mIAP inh -7.8, SENP1 inh 1.0, APOBEC3A inh -3.0 and beta cell repl -3.1.
`COc1ccc(OC)c(N(CC(=O)N2CCCC2)S(=O)(=O)c2ccc(C)cc2)c1` gave hIAP block -0.4, NALP3 yeast inh 14.5, A3G deaminase -8.2, mIAP activ 0.981, hIAP act 1, mIAP inh 1.9, SENP1 inh -1.1, APOBEC3A inh -1.8 and beta cell repl 2.8.
For Cc1cc(C)c(OCCCCNCc2ccccc2)c(Cl)c1 the results were hIAP block 12.5, NALP3 yeast inh 23.7, A3G deaminase -8.5, mIAP activ 0.902, hIAP act 0.875, mIAP inh 9.8, SENP1 inh 0.3, APOBEC3A inh -3.9 and beta cell repl -5.8.
For COc1cc(NC2CCCCC2O)c2nc(-c3ccc(Cl)cc3)ccc2c1 (stereo not given) the results were hIAP block -14.1, NALP3 yeast inh 24.6, A3G deaminase -9.3, mIAP activ 1.04, hIAP act 1.14, mIAP inh -4.2, SENP1 inh -22.8, APOBEC3A inh -2.2 and beta cell repl -6.0.
Screening CCc1nn(C(C)C(=O)NCCN2CCCCCC2)c(=O)c2cc3occc3n12 (stereo not given) returned hIAP block -10.8, NALP3 yeast inh 2.1, A3G deaminase 3.4, mIAP activ 1.01, hIAP act 1.11, mIAP inh -0.7, SENP1 inh -10.5, APOBEC3A inh 0.9 and beta cell repl -2.5.
`CS(=O)(=O)N(CC(=O)N/N=C/c1ccco1)c1ccccc1Br` gave hIAP block 9.9, NALP3 yeast inh 1.8, A3G deaminase -5.8, mIAP activ 1.01, hIAP act 0.901, mIAP inh -1.1, SENP1 inh 0.5, APOBEC3A inh 2.2 and beta cell repl -2.6.
Screening COC(=O)c1ccc(CSC2=NC[C@@H]3[C@@H]4C(=O)N(C)C(=O)[C@@H]4[C@](Cc4ccccc4)(C(=O)OC)N23)cc1 returned A3G deaminase 6.4, mIAP activ 0.92, mIAP inh 8.0, SENP1 inh 0.8 and APOBEC3A inh 3.8.

A portion of the library; count on the stated rates, not on these rows.
